# Assay outcomes from PubChem.
# TRPML3 ag: human mucolipin-3 channel agonism; actives 0.29% (n = 220,000); Q8TDD5; activation, % at 3 µM; HEK293 TRPML3-YFP, Fluo-8 calcium fluorescence; 100% = the carbachol control signal;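 active = activation above its plate's cutoff, the mean activation of the plate's test wells plus 3 SD, cut at about 12% in these data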;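 also: 0% = DMSO only wells and 100% = carbachol wells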
#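 Material: TRPML3-YFP stable HEK293 cells | Dosing: One concentration, 3 µM nominal, 0.3% DMSO | Timing: 125 s total fluorescence read per well | Technique: Fluo-8 calcium dye fluorescence, ex 470-495, em 515-575 nm | Measure: Percent activation from peak-to-basal fluorescence ratio, scaled between DMSO and carbachol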
# Runt-SMMHC FRET: blocks binding of human RUNX1 Runt domain to CBFb-SMMHC; Q01196+Q13951; Cerulean-Runt/Venus-CBFb-SMMHC FRET ratio 530/480, 1 h; inhibition, % at 20 µM; actives 0.74% (n = 220,000);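 active = mean inhibition across duplicate retests at 20 µM reaching about 50%, limit read from the data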;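 also: 0% = DMSO wells and 100% = wells with excess untagged CBFb-SMMHC; inhibitors lower the FRET ratio by blocking Runt binding to CBFb-SMMHC; some results filed as inactive read as strong as hits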
# NCF1 inh: inhibitors of human p47phox binding. p47phox/p22phox peptide binding, fluorescence polarization, 2 h. inhibition, % at 24.7 µM. actives 0.53% (n = 220,000);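 active = inhibition above about 30%, limit read from the data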;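 also: 0% = p47phox with labelled peptide and 100% = labelled peptide alone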
# Target sequence (P14598 whole entry, looked up): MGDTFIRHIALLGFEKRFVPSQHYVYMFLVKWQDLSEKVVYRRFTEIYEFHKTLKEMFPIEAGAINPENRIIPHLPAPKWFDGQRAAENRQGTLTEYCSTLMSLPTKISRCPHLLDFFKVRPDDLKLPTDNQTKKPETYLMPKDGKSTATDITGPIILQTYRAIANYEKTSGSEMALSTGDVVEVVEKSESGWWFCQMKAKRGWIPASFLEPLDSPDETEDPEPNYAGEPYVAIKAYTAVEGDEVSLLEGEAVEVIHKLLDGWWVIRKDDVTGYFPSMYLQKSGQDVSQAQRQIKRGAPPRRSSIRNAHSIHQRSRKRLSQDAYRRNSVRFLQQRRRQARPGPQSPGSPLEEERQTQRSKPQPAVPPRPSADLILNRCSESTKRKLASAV
# MDM2 E3 inh: blocks human Mdm2 ubiquitin ligase activity; cell-based MDM2 ubiquitination luciferase reporter, 2 h; 0 = plate control, 100 = twice control, blank-subtracted; AID 1230; actives 0.11% (n = 210,000); signal enhancement, % at 5 µM; Q00987;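 active = signal enhancement of 30% or more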;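 also: luminescence tracks abundance of the self-degrading MDM2-luciferase fusion protein; higher signal means inhibition of MDM2 E3 ligase activity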
#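 Timing – 2 h compound exposure at 37 °C · Assay system – mammalian cells stably expressing self-ubiquitinating, self-degrading MDM2 E3–luciferase fusion · Amount – 2000 cells seeded into each well · Measure – % luminescence enhancement versus blank-corrected plate control mean · Measured by – SteadyLite luminescence, 15 min reagent step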
# CHOP inhibitor: CHOP inhibition in unfolded protein response; CHO-K1 CHOP-promoter luciferase, tunicamycin-induced, 15-18 h; inhibition, % at 10 µM; actives 3.8% (n = 220,000); AID 2732;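 active = compounds that reduced the stress-induced luciferase reporter signal by more than about 70% of percent inhibition, limit read from the data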;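 also: 0% = tunicamycin plus vehicle and 100% = wells without tunicamycin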
# TNF death inh: inhibitors of TNF-alpha induced necroptosis in Jurkat FADD-/- cells; Jurkat FADD-/- TNF necroptosis rescue, ATP luminescence, 24 h; 0 = TNF only, 100 = no-TNF cells; activation (protection from cell death), % at 10 µM; actives 0.068% (n = 220,000);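 active = activation, meaning protection from cell death, of at least 50% relative to plate controls; inactive = activation below 50%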;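 also: necroptosis triggered by 40 ng/mL TNF-alpha added together with compound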
# TRPN1 ag: activates the zebrafish TRPN1 channel; HEK293 zebrafish TRPN1-YFP, Fluo-8 calcium fluorescence; 100% = response to 87 µM carbachol; activation, % at 3 µM; actives 0.18% (n = 220,000);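 active = activation above its plate's cutoff, the mean activation of test wells on that plate plus 3 SD, cut at about 19% in these data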;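 also: 0% = DMSO alone and 100% = 87 µM carbachol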
#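 Material: zebrafish TRPN1-YFP in HEK293 cells. Doses: one dose of 3 µM, 0.3% DMSO. Incubation: dye 1 h 37 °C plus 30 min RT. Measured by: intracellular calcium fluorescence with Fluo-8.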
# PPC-1+TRAIL kill: PPC-1 cancer cell killing with TRAIL present; cell killing (% activity), % at 4 µM; actives 0.41% (n = 220,000); PPC-1 cells + TRAIL, ATPLite viability luminescence;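 active = cell killing above 50% in the first pass at 4 µM, then a duplicate retest at 5 µM averaging 50% or more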;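 also: plate controls were cells with TRAIL plus DMSO for no effect and medium-only wells lacking cells for full effect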
# EBV gp42 inh: blocks Epstein-Barr virus glycoprotein 42 binding | Q1HVG2 | Fluorescence polarization binding assay, mP read-out | inhibition, % (tested at 21.74 µM) | actives 0.42% (n = 220,000) | AID 1085; in the data active = inhibition above about 50%
# Target sequence (Q1HVG2 whole entry, looked up): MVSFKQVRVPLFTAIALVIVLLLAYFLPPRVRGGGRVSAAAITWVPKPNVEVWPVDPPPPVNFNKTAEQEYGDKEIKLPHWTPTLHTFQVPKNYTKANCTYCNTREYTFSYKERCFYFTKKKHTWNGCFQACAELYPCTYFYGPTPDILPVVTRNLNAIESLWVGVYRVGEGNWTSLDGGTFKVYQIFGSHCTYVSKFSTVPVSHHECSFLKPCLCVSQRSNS
# An asterisk follows results filed as active; . = not tested or not shown; [ ] = another dose, or the depositor's remark.
nr	mol	TRPML3 ag	Runt-SMMHC FRET	NCF1 inh	MDM2 E3 inh	CHOP inhibitor
1	CCCCOC(=O)C1[C@H]2C(=O)N(c3ccccc3CC)C[C@]23C=C[C@H]1O3 (some centres undefined)	0.0	-5	-5	2	33
2	CCOc1ccc(C2C=C(c3ccc(C)cc3)Nc3ncnn32)cc1 (centres undefined)	0.8	39	-7	-3	-26
3	Cc1c(O)c2c(=O)n(-c3ccccc3)c(-c3ccccc3)cc2oc1=O	0.6	-1	-7	6	-17
4	O=C(NCc1nc2ccccc2[nH]1)C1=C[C@@H](c2ccccc2)C[C@@H](OCc2ccc(CO)cc2)O1	-1.1	0	.	.	26
5	COc1ccc(CN(CC2CCCO2)S(=O)(=O)c2ccc(-n3cnnn3)c(OC)c2)cc1 (centres undefined)	0.3	0	-4	2	-1
6	Cn1c(CNc2cccc(C(F)(F)F)c2)n[nH]c1=S	0.1	9	-4	0	19
7	CN(CCNC(=O)CN1C(=O)CSc2ccc(S(=O)(=O)N3CCCC3)cc21)Cc1ccccc1	-0.1	3	-5	-7	-3
8	CCN1CCN(c2c(Cl)cccc2NC(=O)c2ccc([N+](=O)[O-])cc2)CC1	0.0	2	-4	-23	-12
9	COc1ccc(C2NC(=O)NC(O)(C(F)(F)F)C2C(=O)c2ccc(F)cc2)cc1 (centres undefined)	0.7	1	-7	10	26
10	O=C(NCCCN1CCN(c2ccc(F)cc2)CC1)c1cccc(N2CCCC2=O)c1	-0.2	1	-15	-13	12
11	c1coc(-c2ccnc3ncnn23)c1	0.5	-2	-6	-5	-10
12	CCOCCCn1c(SCC(=O)NC(C)C)nc2ccccc2c1=O	-0.5	-1	-4	-24	10
13	O=C1NC(=Nc2ccccc2)CS1	-0.2	-7	-5	-8	15
14	CC(C)CCNS(=O)(=O)c1ccc(-c2ccc(S(=O)(=O)NCCC(C)C)cc2)cc1	0.5	4	-5	-16	24
15	Cc1cccc(C)c1OCCNC(=O)C(=O)NCc1ccco1	-0.3	-7	-4	-4	-1

nr	TNF death inh	TRPN1 ag	PPC-1+TRAIL kill	EBV gp42 inh
1	0.0	0.2	16	-15
2	-1.0	0.4	-2	3
3	0.0	0.8	14	-4
4	2.1	1.3	9	-10
5	2.4	-1.5	25	-11
6	0.5	0.2	-2	-11
7	2.1	-0.4	11	7
8	0.9	-1.4	-4	2
9	-0.8	0.3	-4	2
10	2.2	-0.6	9	4
11	0.5	0.6	41	-8
12	-3.8	-0.2	13	-6
13	16	1.0	16	-26
14	0.3	0.7	4	-13
15	-6.0	-1.6	5	6

# Carrying on:
nr	mol	TRPML3 ag	Runt-SMMHC FRET	NCF1 inh	MDM2 E3 inh	CHOP inhibitor
16	Nc1c(C(=O)N2CCCCC2)sc(=S)n1-c1ccccc1	1.0	6	-4	1	9
17	CCCC1=C(C(=O)OCC)C(c2ccc(N(C)C)cc2)n2ncnc2N1 (centres undefined)	-1.1	2	-9	1	67
18	COc1cccc(C(=O)Nc2nc3ccccc3[nH]2)c1	1.1	-2	-16	-73	0
19	Cc1cc2c(c(=O)n1CCN(C)C)C(c1ccc(Cl)cc1)C(C#N)=C(N)O2 (centres undefined)	0.2	-2	-2	17	-5
20	COC(=O)c1cc(NC(=O)c2ccc(C)cc2)c(=O)oc1C	0.4	1	-12	-5	-15
21	CC(=O)Nc1ccc(-n2cnnn2)cc1	0.4	0	1	-9	-1
22	Cc1ccc(NC(=O)ON=C2CCCC2)cc1	0.3	2	0	-28	43
23	O=C(Cc1ccc(-n2c(=S)[nH]c3ccccc3c2=O)cc1)N1CCN(c2ccccc2)CC1	0.6	1	-25	-59	32
24	COc1ccccc1OCCC(=O)OCC(=O)Nc1ccc(Br)cc1	0.5	0	-2	-4	27
25	CCOc1ccc(Nc2nc3cc(S(=O)(=O)N(CC)CC)ccc3o2)cc1	0.4	29	-8	-7	52
26	Cc1ccc(CNC(=O)C2CC(c3cccc([N+](=O)[O-])c3)=NO2)o1 (centres undefined)	0.1	3	-2	-13	7
27	CC1(O)CC(=O)N(c2ccccc2)O1 (centres undefined)	1.2	-2	-2	-2	41
28	CCOC(=O)c1c(NC(=S)Nc2cccnc2)sc(C)c1C	0.4	2	-3	-3	8
29	COc1ccccc1C(=O)NNC(=O)c1cccc([N+](=O)[O-])c1	0.3	-5	0	-19	-23
30	C[C@@H]1CC=C[C@H]2[C@H]1C(=O)N(Cc1ccccc1)[C@H]2c1ccc2ccccc2c1/C=C/c1ccccc1	.	-1	-5	8	9

nr	TNF death inh	TRPN1 ag	PPC-1+TRAIL kill	EBV gp42 inh
16	-1.4	0.7	24	-25
17	-0.9	0.0	-10	-8
18	-0.6	1.4	71*[5 µM]	-2
19	0.0	-0.5	9	5
20	1.5	0.2	14	2
21	-2.2	0.9	8	1
22	0.6	-0.5	-7	4
23	-2.0	0.9	-16	17
24	1.7	-1.8	-11	3
25	-2.6	0.2	2	5
26	-7.0	-0.2	-11	-14
27	3.2	-0.6	-6	-12
28	-1.7	0.8	13	-4
29	-0.6	1.3	19	-21
30	-1.5	.	2	1

# The list goes on:
nr	mol	TRPML3 ag	Runt-SMMHC FRET	NCF1 inh	MDM2 E3 inh	CHOP inhibitor
31	Cn1c(=O)c2c(nc(NCC3CCCO3)n2Cc2ccccc2)n(C)c1=O (centres undefined)	0.0	1	-11	3	-14
32	O=C(O)/C=C\C(=O)NCc1cccnc1	0.2	-3	-4	3	38
33	Cc1ccc2c(c1)N(CC(=O)N1CCCCC1c1cccnc1)C(=O)CO2 (centres undefined)	1.1	1	-8	2	13
34	CC(C)COc1ccc(-c2cc(C(=O)NN)[nH]n2)cc1	0.5	0	-21	-5	9
35	CCOC(=O)c1c(C)[nH]c(C(=O)CSc2nnc(-c3ccncc3)n2CC)c1C	0.3	-1	-18	-10	23
36	COc1cccc(C(=O)Nc2cccc(SC)c2)c1	-0.5	3	-14	-30	-22
37	O=C(Cn1c(=O)oc2cc(S(=O)(=O)N3CCc4ccccc43)ccc21)NC1CCCC1	0.7	0	14	-5	44
38	CC(=O)Nc1ccc2nc(N)sc2c1	0.1	.	-7	11	-2
39	O=C(CSc1ncccc1C(=O)O)c1ccc2ccccc2c1	1.1	-9	1	-23	5
40	Cc1cc(NS(=O)(=O)c2ccc(NC(=O)c3cc4ccccc4o3)cc2)no1	-0.2	-3	-6	5	18
41	CCCCNC(=O)COC(=O)c1cc(C)oc1C	0.1	0	-4	2	5
42	COc1ccc(N2CCN(C(=O)CN(CCc3ccccc3)S(C)(=O)=O)CC2)cc1	1.6	1	-2	-17	25
43	COc1ccc(/C=C/c2nc(N)nc(-c3ccccc3O)n2)cc1OC	0.6	2	-32	-27	79*
44	Cn1c(=O)c2c(nc(Br)n2CCc2ccccc2)n(C)c1=O	0.7	-4	10	-12	10
45	Cc1ccc(NC(=O)CNS(=O)(=O)c2ccc(F)cc2)cc1C	-0.6	-2	-2	-1	27

nr	TNF death inh	TRPN1 ag	PPC-1+TRAIL kill	EBV gp42 inh
31	-1.7	0.9	2	-10
32	0.4	1.4	-3	-1
33	-0.3	-1.5	-11	-8
34	2.9	0.7	4	-25
35	2.1	-0.5	1	13
36	-3.6	-1.5	19	-7
37	2.6	2.0	5	-3
38	-1.4	0.8	.	-2
39	-0.1	-0.1	5	-20
40	-2.8	0.0	10	-6
41	0.6	0.4	0	5
42	-0.6	1.8	27	-10
43	-4.5	-0.4	16	-2
44	-0.7	0.7	24	18
45	3.4	-0.3	16	2

# CHOP inhibitor: what is marked active above
item | Molecule | TRPML3 ag | Runt-SMMHC FRET | NCF1 inh | CHOP inhibitor | EBV gp42 inh
43 | COc1ccc(/C=C/c2nc(N)nc(-c3ccccc3O)n2)cc1OC | 0.6 | 2 | -32 | 79* | -2

# Quoted at random: 2 compounds from above.
nr	mol	TRPML3 ag	Runt-SMMHC FRET	NCF1 inh	MDM2 E3 inh	CHOP inhibitor
38	CC(=O)Nc1ccc2nc(N)sc2c1	0.1	.	-7	11	-2
45	Cc1ccc(NC(=O)CNS(=O)(=O)c2ccc(F)cc2)cc1C	-0.6	-2	-2	-1	27

nr	TNF death inh	TRPN1 ag	PPC-1+TRAIL kill	EBV gp42 inh
38	-1.4	0.8	.	-2
45	3.4	-0.3	16	2

# Next records
nr	mol	TRPML3 ag	Runt-SMMHC FRET	NCF1 inh	MDM2 E3 inh	CHOP inhibitor
46	COc1cc(NC(=O)N2CCNC2=O)cc(C(=O)Nc2cccc(C(F)(F)F)c2)c1	.	-1	-9	1	74*
47	N/C(=N\OC(=O)CC1CCCCC1)c1ccncc1	0.1	1	-2	0	-19
48	COc1ccc(-c2cnnn2-c2ccc(NC(=O)c3ccc(S(=O)(=O)N4CCCCC4)cc3)cc2)cc1OC	0.7	2	-16	5	78*
49	CN(C)CCCN(C(=O)c1ccc(Br)s1)c1nc2cc3c(cc2s1)OCO3	1.6	0	-6	-2	-31
50	CNC(=O)c1c(Cl)cnn1-c1ccccc1	0.6	-1	-5	-19	15
51	CCOc1nc(C)cc(COC)c1C(N)=O	0.5	-4	-4	-12	8
52	C=C1CCN(C(CC(C)C)C(=O)OC)S(=O)(=O)c2ccccc21 (centres undefined)	.	3	-13	20	13
53	COc1cccc(C2/C(=C(/O)c3cnn(-c4ccccc4)c3C)C(=O)C(=O)N2CCN(C)C)c1OC (centres undefined)	0.2	-2	-2	-12	-15
54	O=C(c1ccccc1NS(=O)(=O)c1ccc(Br)s1)N1CCCC1	0.2	-1	-3	24	12
55	COc1ccc(N(CC(=O)NC2CCCC2)C(=O)Cn2nnc(-c3ccc(F)cc3)n2)cc1OC	-0.1	-2	-5	-11	19
56	C=CCn1c(=O)c(C(=O)Nc2ccccc2S(N)(=O)=O)c(O)c2ccccc21	0.3	0	-11	-9	55
57	O=C(NNc1cc(Cl)cc(Cl)c1)c1cccs1	0.5	3	-11	-4	7
58	Cc1ccc(CSCC(=O)NCc2ccc(F)cc2)cc1	-1.1	-1	-4	-8	0

nr	TNF death inh	TRPN1 ag	PPC-1+TRAIL kill	EBV gp42 inh
46	-6.9	.	-11	-4
47	1.2	0.7	11	-11
48	1.2	-0.8	0	-19
49	-13	1.4	4	1
50	0.3	0.1	23	-9
51	-0.8	-0.8	19	7
52	-0.4	.	5	-24
53	0.4	0.4	.	-2
54	-1.4	-2.6	-4	-15
55	0.7	1.1	7	-10
56	0.7	-0.4	13	-18
57	-1.0	0.5	4	-1
58	5.6	-2.1	-22	8
